# USP1-UAF1 inh: USP1/UAF1 (human) deubiquitinase inhibition; O94782; recombinant USP1/UAF1, Ub-Rhodamine cleavage fluorescence; Potency, µM (titrated, usually from 57.1 µM), without a hit: top-dose activity change, negative = inhibition, hits mostly inhibitors; actives 0.23% (n = 390,000); note: potency is the fitted concentration of half-maximal effect; % is set by controls: 0 for no effect and ±100 for the full control effect; nearly all actives have a fitted effect of over 60% in size; inactives centre near -12
#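 USP1/UAF1 complex at 1 nM was preincubated with compound for 15 min at room temperature, then Ub-Rho substrate (150nM final) was added. Fluorescence (480/540 nm) was read kinetically, 6 reads every 60 seconds.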
# TRHR enhancer: allosteric enhancers of human TRH receptor; actives 0.66% (n = 360,000); AID 493056; enhancement, % at 2 µM; TRHR cells, fluo-8 calcium fluorescence, EC20 TRH enhancement; P34981; in the data active = enhancement above about 30%; note: 0% is about no effect
# Target sequence (P34981 whole entry, looked up): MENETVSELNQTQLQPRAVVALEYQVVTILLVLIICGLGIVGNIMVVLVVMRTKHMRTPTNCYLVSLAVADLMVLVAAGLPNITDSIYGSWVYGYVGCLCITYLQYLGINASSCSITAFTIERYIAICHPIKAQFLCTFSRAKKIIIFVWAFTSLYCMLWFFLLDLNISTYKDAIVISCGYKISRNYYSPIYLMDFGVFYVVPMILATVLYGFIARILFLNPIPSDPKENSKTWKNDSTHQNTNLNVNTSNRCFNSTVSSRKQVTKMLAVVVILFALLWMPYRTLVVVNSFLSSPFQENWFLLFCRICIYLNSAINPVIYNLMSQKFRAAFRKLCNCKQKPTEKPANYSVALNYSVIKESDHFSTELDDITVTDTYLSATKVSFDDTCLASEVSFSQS
#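 Enhancer read-out: after compound pinning and an initial kinetic agonist-mode read, an EC20 of TRH (10 nM final) was injected and fluo-8 calcium signal (Ex 480/Em 530) followed at 1 s/cycle for 100 cycles in TRHR-expressing cells.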
# Pin1 inhibitor: human Pin1 inhibition | Potency, µM (doses to about 115 µM), for inactives: top-dose activity, negative = inhibition, actives largely listed as inhibitors | actives 0.009% (n = 390,000) | Q13526 | Pin1 FP peptide displacement, HiFluor488, 10 min | AID 504891; active = well fitted inhibition curve with a large enough effect in the polarisation, with a control signal flat, not every such curve was filed as active; inconclusive = small, poorly fitted or top-dose-only effect, or effect the other way, or a change in a side signal; inactive = no such curve, though single readings can be large or run the other way; the % refers to the polarisation; note: potency is the fitted concentration of half-maximal effect; % is set by controls: 0 for no effect and ±100 for the full control effect
# Target sequence (Q13526 whole entry, looked up): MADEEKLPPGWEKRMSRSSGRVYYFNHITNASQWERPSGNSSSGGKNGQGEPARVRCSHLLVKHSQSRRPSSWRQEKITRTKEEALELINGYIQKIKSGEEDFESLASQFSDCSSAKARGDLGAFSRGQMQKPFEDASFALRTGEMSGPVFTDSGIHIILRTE
# TrxR1 inh: rat TrxR1 inhibition | O89049 | recombinant rTrxR1, NADPH fluorescence consumption, selenite substrate | Potency, µM (doses to about 114 µM), for inactives: top-dose activity change, negative = inhibition, hits mostly inhibitors | actives 1% (n = 390,000) | AID 588453; note: potency is the fitted concentration of half-maximal effect; % is set by controls: 0 for no effect and ±100 for the full control effect; nearly all actives have a fitted effect of over 65% in size
#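 Rat TrxR1 (90 nM in the dispensed reagent) was pre-reduced with 400 uM NADPH for 5 min at room temperature, then incubated with compound for 15 min. After 400 uM selenite was added, NADPH fluorescence (Ex 340/Em 450 nm) was followed for 8 min.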
# D2 ag: activates the human D2 dopamine receptor; P14416; HEK293 T-REx D2 cells, calcium flux agonist mode; activation, % at 2 µM; actives 0.53% (n = 340,000); AID 485358;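 active = activation over 3 SD above normal in the single-dose calcium agonist read, cut at about 30% in these data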; note: 0% is about no effect
# Target sequence (P14416 whole entry, looked up): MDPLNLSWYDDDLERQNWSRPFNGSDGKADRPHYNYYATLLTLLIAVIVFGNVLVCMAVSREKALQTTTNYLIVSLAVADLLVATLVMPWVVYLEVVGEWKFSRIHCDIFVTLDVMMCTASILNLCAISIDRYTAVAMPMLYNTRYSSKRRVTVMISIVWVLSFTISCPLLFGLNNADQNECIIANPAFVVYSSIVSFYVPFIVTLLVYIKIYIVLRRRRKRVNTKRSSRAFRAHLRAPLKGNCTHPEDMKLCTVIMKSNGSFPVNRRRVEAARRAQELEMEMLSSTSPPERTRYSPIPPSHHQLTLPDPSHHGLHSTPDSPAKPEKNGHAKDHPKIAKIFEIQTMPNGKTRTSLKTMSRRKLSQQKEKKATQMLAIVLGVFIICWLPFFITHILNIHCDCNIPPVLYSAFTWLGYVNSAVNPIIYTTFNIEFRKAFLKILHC
#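 Tetracycline-induced HEK293 Trex cells with D2 receptor force-coupled to calcium signaling, plated overnight at 30 C and loaded with no-wash calcium dye. Calcium flux read kinetically for 180 s after compound addition; responses flag agonists.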
# TRHR agonist: agonists of human TRH receptor | P34981 | TRHR cells, calcium flux fluo-8, FDSS agonist mode | activation, % at 2 µM | actives 0.18% (n = 360,000) | AID 493084; in the data active = activation above about 30%; note: 0% is about no effect
#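 TRHR-expressing cells, plated overnight in medium with 10% serum, were loaded with fluo-8 calcium dye at room temperature. After a 10 s baseline, library compound was pin-added and calcium release was recorded kinetically (ex 480/em 530) as agonist response.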
# TrxR1 substrate: is turned over as a substrate by rat TrxR1; O89049; purified TrxR1 substrate turnover, NADPH consumption readout; Potency, µM (titrated, usually from 114 µM), without a hit: top-dose activity change, negative = substrate turnover; actives 0.01% (n = 390,000); note: potency is the fitted concentration of half-maximal effect; % is set by controls: 0 for no effect and ±100 for the full control effect; nearly all actives have a fitted effect of over 50% in size
#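 Rat TrxR1, dispensed at 90 nM, was prereduced with 400 uM NADPH (final) for 5 min at ~22 deg C, then incubated with compound 15 min before 400 uM selenite. A first-read NADPH fluorescence drop versus no-compound background flagged substrates.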
# D2 antagonist: antagonizes the human D2 dopamine receptor. P14416. HEK293 TREx D2 cells, calcium flux, dopamine EC80. inhibition, % at 10 µM. actives 2% (n = 340,000). AID 485344; in the data active = inhibition above about 30%; note: 0% is about no effect
#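 Calcium mobilization kinetics were recorded at 1 s intervals in tetracycline-induced HEK293 T-REx D2 cells, first for 180 s after compound addition and then 180 s after EC80 dopamine.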
# IDH1 R132H inh: blocks human mutant IDH1 R132H enzyme; AID 602179; IDH1-R132H enzyme, NADPH consumption, diaphorase/resazurin fluorescence; actives 0.093% (n = 390,000); Potency, µM (titrated, usually from 76.6 µM), for inactives: at the highest dose activity change, negative = inhibition, most hits filed as inhibitors; note: potency is the fitted concentration of half-maximal effect; % is set by controls: 0 for no effect and ±100 for the full control effect; nearly all actives have a fitted effect of over 65% in size
#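 IDH1-R132H (0.5 ug/mL dispensed) in pH 7.5 Tris buffer was preincubated 30 min with compound, then given a substrate mix of 0.016 mM NADPH and 2 mM alpha-KG for 80 min at room temperature; remaining NADPH was read by diaphorase/resazurin fluorescence.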
# * marks the source's active call; other numbers are inactive results; ? = inconclusive; · = no result given; & = joins results of further samples; [ ] = remark or other dose. Unless noted, calls come from the whole dose curve; as a rule, active = well fitted inhibition curve with a large enough effect; inconclusive = small, poorly fitted or top-dose-only effect; inactive = no such curve, though single readings can be large or run the other way. These rows are one share of the data. The share of hits here may be higher or lower than overall.
# Screens in order: USP1-UAF1 inh	TRHR enhancer	Pin1 inhibitor	TrxR1 inh	D2 ag	TRHR agonist	TrxR1 substrate	D2 antagonist	IDH1 R132H inh
1) Fc1ccc(NC(=S)N/N=C/c2ccc(F)c(F)c2)c(F)c1
→ -17%	-14	6%	19%	-0.8	-0.7	6%	5	-2%
2) COC(=O)CCC(=O)Nc1ccc2oc3c(c2c1)CCCC3
→ -17%	-5	-3%	12%[57.1 µM]	-0.4	-0.9	-5%[57.1 µM]	6	2%
3) Cc1ccc(NC(=O)CSc2nc3ccccc3nc2Cc2ccccc2)c(C)c1
→ -23%	0	-9%	10%[57.1 µM]	2.8	0.0	1%[57.1 µM]	·	22%
4) O=C(NC(=S)N1CCN(Cc2ccc3c(c2)OCO3)CC1)c1cccc(Br)c1
→ -14%	-3	4%	-11%	-1.0	-0.9	-9%	13	3%
5) Cc1ccc(S(=O)(=O)NCc2nc3ccccc3[nH]2)cc1
→ -3%	-3	-3%	-8%	-1.1	-0.5	-8%	-25	-12%
6) CCCCCCOC(=O)Sc1nc2ccccc2o1
→ -23%	-1	1%	-12%	-2.0	-0.5	-3%	-1	3%
7) CC1Cc2ccccc2N1S(=O)(=O)c1cccc(C(=O)NCc2ccco2)c1 (configuration not stated)
→ -16%	·	0%	8%[57.1 µM]	·	·	-4%[57.1 µM]	·	0%
8) FC(F)Oc1ccc(NC(=S)Nc2ccc3cn[nH]c3c2)cc1
→ -18%	0	5%	-17%	0.2	0.3	5%	-26	-4%
9) CCOC(=O)C1CCN(C(=O)CCC(=O)NNc2nc3ccccc3c3nc(C)nn23)CC1
→ -11%	1	-13%	13%	-0.2	0.3	2%	15	12%
10) COC(=O)[C@]1(Cc2ccccc2)N[C@H](CN(C)S(=O)(=O)c2ccc(C)cc2)[C@@H]2C(=O)N(Cc3ccccc3)C(=O)[C@@H]21
→ -24%	·	40%[activator]	23%	·	·	9%	·	14%
11) CCc1ccccc1NC(=O)Cn1c(=O)n(CCc2ccccc2)c(=O)c2ccccc21
→ ?	-6	26%	18%	0.6	0.7	3%	·	-3%
12) COc1ccc(NC(=O)CSc2nnnn2C2CCCCC2)c(OC)c1
→ -4%	1	-4%	1%[57.1 µM]	-0.3	0.1	-4%[57.1 µM]	6	-5%
13) COc1ccc(OCCCC(=O)OC(C)C(=O)Nc2ccc(NC(C)=O)cc2)cc1 (configuration not stated)
→ 1%	2	1%	11%	-0.3	0.7	0%	15	-1%
14) CCC(c1nnnn1CCOC)N1CCN(C(=O)c2ccco2)CC1 (configuration not stated)
→ -3%	2	-11%	-38%	0.3	-0.3	15%[57.1 µM]	-10	-1%
15) O=C(c1ccncc1)N1CCN(CCc2ccccc2)CC1
→ -15%	13	-3%	13%	1.6	0.4	11%	18	2%
16) COc1ccc(C(=O)NC2CC(=O)N(c3ccc4c(c3)OCCO4)C2)cc1 (configuration not stated)
→ -21%	-2	-6%	4%[57.1 µM]	-1.4	0.0	1%[57.1 µM]	·	4%
17) O=C(O)CSc1ncnc2sc(-c3ccccc3)cc12
→ -11%	1	17%	17%[57.1 µM]	0.1	-0.2	13%[57.1 µM]	3	7%
18) O=C1OCCN1C(=O)[C@H]1[C@H](c2ccc(F)cc2)C(c2cccc(Cl)c2)=NN1c1ccccc1
→ -17%	·	52%[activator]	44%[activator]	·	·	66%[activator]	·	7%[38.3 µM]
19) CN1CCN(CCCNc2c(C=O)c(=O)[nH]c3ccccc23)CC1
→ -6%	3	2%	-6%[57.1 µM]	-0.6	1.7	-7%[57.1 µM]	19	4%
20) CCOC(=O)c1c(NC(=O)COC(=O)CCNS(=O)(=O)c2ccccc2)sc(C(=O)N(C)C)c1C
→ ?	-1	20%	-6%	-0.5	-0.8	-7%	-4	4%

# A different layout for ten compounds above.
item | SMILES | USP1-UAF1 inh | TRHR enhancer | Pin1 inhibitor | TrxR1 inh | D2 ag | TRHR agonist | TrxR1 substrate | D2 antagonist | IDH1 R132H inh
8 | FC(F)Oc1ccc(NC(=S)Nc2ccc3cn[nH]c3c2)cc1 | -18% | 0 | 5% | -17% | 0.2 | 0.3 | 5% | -26 | -4%
9 | CCOC(=O)C1CCN(C(=O)CCC(=O)NNc2nc3ccccc3c3nc(C)nn23)CC1 | -11% | 1 | -13% | 13% | -0.2 | 0.3 | 2% | 15 | 12%
10 | COC(=O)[C@]1(Cc2ccccc2)N[C@H](CN(C)S(=O)(=O)c2ccc(C)cc2)[C@@H]2C(=O)N(Cc3ccccc3)C(=O)[C@@H]21 | -24% | · | 40%[activator] | 23% | · | · | 9% | · | 14%
11 | CCc1ccccc1NC(=O)Cn1c(=O)n(CCc2ccccc2)c(=O)c2ccccc21 | ? | -6 | 26% | 18% | 0.6 | 0.7 | 3% | · | -3%
12 | COc1ccc(NC(=O)CSc2nnnn2C2CCCCC2)c(OC)c1 | -4% | 1 | -4% | 1%[57.1 µM] | -0.3 | 0.1 | -4%[57.1 µM] | 6 | -5%
13 | COc1ccc(OCCCC(=O)OC(C)C(=O)Nc2ccc(NC(C)=O)cc2)cc1 (configuration not stated) | 1% | 2 | 1% | 11% | -0.3 | 0.7 | 0% | 15 | -1%
14 | CCC(c1nnnn1CCOC)N1CCN(C(=O)c2ccco2)CC1 (configuration not stated) | -3% | 2 | -11% | -38% | 0.3 | -0.3 | 15%[57.1 µM] | -10 | -1%
15 | O=C(c1ccncc1)N1CCN(CCc2ccccc2)CC1 | -15% | 13 | -3% | 13% | 1.6 | 0.4 | 11% | 18 | 2%
16 | COc1ccc(C(=O)NC2CC(=O)N(c3ccc4c(c3)OCCO4)C2)cc1 (configuration not stated) | -21% | -2 | -6% | 4%[57.1 µM] | -1.4 | 0.0 | 1%[57.1 µM] | · | 4%
17 | O=C(O)CSc1ncnc2sc(-c3ccccc3)cc12 | -11% | 1 | 17% | 17%[57.1 µM] | 0.1 | -0.2 | 13%[57.1 µM] | 3 | 7%

# The results go on.
# Screens in order: USP1-UAF1 inh	TRHR enhancer	Pin1 inhibitor	TrxR1 inh	D2 ag	TRHR agonist	TrxR1 substrate	D2 antagonist	IDH1 R132H inh
21) CC(C)NC(=O)c1ccc(-n2c(-c3ccccc3)cc3c2CCCCC3)cc1
→ -2%	12	23%	8%	0.7	0.5	8%[11.4 µM]	·	5%
22) CN1C[C@@H]2[C@@H]3C(=O)N(C)C(=O)[C@@H]3[C@](Cc3ccccc3)(C1=O)N2C(=O)c1ccccc1
→ 0%	·	1%	8%	·	·	6%[57.1 µM]	·	13%
23) COC(=O)c1cc(/C=C/c2ccccc2)[nH]n1
→ -7%	6	4%	-3%	-1.4	-0.1	-3%	-24	-7%
24) O=C1N=C(N2CCN(c3ccccc3)CC2)S/C1=C/c1ccco1
→ -16%	-2	?	?	-1.0	-0.1	-5%	-22	4%
25) CCCNC(=O)Nc1cccc(C(=O)OC)c1
→ -2%	2	-8%	27%	-0.1	-0.7	4%	-9	-8%
26) O=C(O)CCSc1nnc(COc2ccc(Cl)cc2)n1-c1ccccc1
→ -9%	6	-5%	15%	-0.5	0.2	-2%	7	-5%
27) COc1ccc(-c2cc(C(=O)NN)n(-c3ccccc3)n2)cc1
→ -1%	0	0%	-2%	1.3	1.7	-3%	8	?
28) CCN1C(=O)CC(c2ccc(OC(C)C)cc2)C1=O (configuration not stated)
→ -16%	-3	-3%	8%[57.1 µM]	·	0.2	13%[57.1 µM]	·	10%
29) Cn1c(=O)c2c(nc(SCC(=O)NC34CC5CC(CC(C5)C3)C4)n2C)n(C)c1=O
→ 4%	-2	0%	24%	0.1	-0.1	4%	-6	4%
30) O=C(NCc1ccco1)C1CCN(c2ccc(S(=O)(=O)N3CCOCC3)cc2[N+](=O)[O-])CC1
→ -16%	3	-3%	-1%	1.6	0.2	-10%	-6	8%
31) CCCCN(C)CCNC(=O)c1cc(-c2cccnc2)nc2ccc(S(=O)(=O)N3CCC(C)CC3)cc12
→ -26%&-8%	1&0	17%&3%	-20%	-0.3&-0.4	-0.4&-0.7	-9%	-11	0%&-15%
32) COc1ccc(-n2nc3ccc(NC(=O)c4ccc(-c5cc(Cl)ccc5Cl)o4)cc3n2)cc1
→ 5%	-6	5%	?	-0.9	0.0	9%	·	-10%
33) CCN(CC)S(=O)(=O)c1cc(C)ccc1NC(=S)Nc1cccnc1
→ -31%	-15	5%	?	2.5	0.4	2%	1	5%
34) c1ccc(C2=Nc3c(ccc4ccccc34)C(c3ccncc3)=NN2)cc1
→ -20%	1	-11%	24%[57.1 µM]	-0.8	0.1	-16%[57.1 µM]	10	-6%
35) Cc1cc(C(=O)CSc2n[nH]c(N)n2)c(C)n1C1CC1
→ -2%	-2	-2%	-18%	-1.4	0.1	-12%	-5	-4%
36) O=C1C=C(c2cccc(O)c2)CCC1
→ -7%	·	-7%	3%[57.1 µM]	·	·	8%[57.1 µM]	·	1%
37) C=C1C(C(=O)N2CCOCC2)C1C(=O)N1CCOCC1 (configuration not stated)
→ 2%	0	-12%	14%	0.3	0.2	1%	-2	-2%
38) Clc1ccc(CSc2nnc(-c3ccncc3)o2)c(Cl)c1
→ -10%	3	3%	9%	-1.8	-1.0	0%	-8	-5%
39) Cc1ccc(NC(=S)NNC(=S)NCc2ccccc2)cc1
→ 1%	-4	-2%	?	-1.2	-0.4	-7%	15	-3%
40) CCn1cc(C(c2ccccc2)C(C(C)=O)[N+](=O)[O-])c2ccccc21 (configuration not stated)
→ -9%	-4	-2%	0%[57.1 µM]	-1.2	0.6	6%[57.1 µM]	4	3%
41) Cc1nn(-c2ccccc2)c2c1N(CCCC(=O)NCc1ccc(N(C)C)cc1)C(=O)CS2
→ -15%	-4	-9%	10%[57.1 µM]	0.4	-0.7	0%[57.1 µM]	·	14%
42) CCCCn1nnc(NC(=O)COc2ccc(Cl)c(C)c2)n1
→ -10%	5	1%	-4%	0.7	-1.0	-4%	-2	2%
43) C/C(=N\NC(=O)c1nnn(-c2nonc2N)c1CN(C)c1ccccc1)c1ccc(O)cc1
→ -18%	1	-2%	16%	0.0	0.2	2%	-11	2%
